Assay outcomes (PubChem BioAssay)
PLK1 PBD block: blocks phosphopeptide binding to human PLK1 polo-box domain; Potency, µM, for inactives: max response, negative = inhibition, actives largely listed as inhibitors; P53350; actives 2.8% (n = 360,000); AID 720504; Plk1 PBD binding of FITC phosphopeptide, fluorescence polarization; further: potency means the concentration at half of the fitted maximal effect; series mostly up to about 57 µM; on the % scale 0 is the no-effect control and ±100 the full control effect; nearly all actives have a fitted effect of over 65% in size
Target sequence (P53350 whole entry, looked up, the tested form may be a part): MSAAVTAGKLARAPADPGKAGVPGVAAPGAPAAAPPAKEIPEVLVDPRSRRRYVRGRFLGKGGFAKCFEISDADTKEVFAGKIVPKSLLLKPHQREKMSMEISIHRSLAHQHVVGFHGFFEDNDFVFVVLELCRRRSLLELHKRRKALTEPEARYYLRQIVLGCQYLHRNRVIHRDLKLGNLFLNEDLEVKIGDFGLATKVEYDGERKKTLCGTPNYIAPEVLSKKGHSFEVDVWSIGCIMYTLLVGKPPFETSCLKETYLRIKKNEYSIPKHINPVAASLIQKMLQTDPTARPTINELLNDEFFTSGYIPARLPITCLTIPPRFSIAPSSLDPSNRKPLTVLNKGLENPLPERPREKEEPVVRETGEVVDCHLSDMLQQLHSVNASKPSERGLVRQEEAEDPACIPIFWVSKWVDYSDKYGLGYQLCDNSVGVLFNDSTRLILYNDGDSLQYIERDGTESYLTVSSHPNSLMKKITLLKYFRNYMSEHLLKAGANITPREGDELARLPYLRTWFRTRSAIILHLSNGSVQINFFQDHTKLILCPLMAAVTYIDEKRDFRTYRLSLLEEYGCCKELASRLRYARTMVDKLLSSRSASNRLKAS
EPAC1 ag: activates human EPAC1 exchange factor; AID 720707; Potency, µM (doses to about 154 µM), inactives show top-dose activation, most hits filed as activators; EPAC1 agonist qHTS, biochemical assay; response scale: 100% = response to 6.5 mM cAMP; actives 0.073% (n = 360,000); O95398; further: potency means the concentration at half of the fitted maximal effect; nearly all actives have a fitted effect of over 60% in size
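Fluorescent GDP-exchange assay: 100 nM EPAC1 with 250 nM Rap1B preloaded with BODIPY-GDP and 50 uM GDP; compounds tested as concentration series, 5 min at room temperature, then read every 5 min for 30 min (ex 480/em 540 nm); normalized to 6.5 mM cAMP.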
WRN inhibitor: blocks human WRN helicase | Q14191 | AID 651768 | Potency, µM (top dose mostly 114 µM), inactives show top-dose activity change, negative = inhibition, hits mostly inhibitors | WRN helicase unwinding, fluorescent forked duplex, kinetic | actives 0.46% (n = 360,000); further: potency means the concentration at half of the fitted maximal effect; on the % scale 0 is the no-effect control and ±100 the full control effect; nearly all actives have a fitted effect of over 55% in size
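WRN at 20 nM final preincubated with compound 15 min at room temperature; reaction started with 100 nM fluorophore/quencher forked duplex oligonucleotide and 2 mM ATP final. Unwinding followed kinetically by red fluorescence (ex 525, em 598 nm).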
EPAC2 antagonist: antagonists of human EPAC2; Q8WZA2; EPAC2 GEF exchange of Rap1B-BODIPY-GDP, fluorescence; Potency, µM (top dose mostly 114 µM), inactives show top-dose activity, negative = inhibition, usual class: inhibitors; actives 0.18% (n = 360,000); AID 720708; further: potency means the concentration at half of the fitted maximal effect; on the % scale 0 is the no-effect control and ±100 the full control effect; nearly all actives have a fitted effect of over 45% in size; many of its hits are not listed in these tables
MmCpn inh: blocks the Methanococcus maripaludis chaperonin Mm-Cpn | actives 0.031% (n = 330,000) | purified Mm-Cpn ATPase, ADP Transcreener TR-FRET | Potency, µM (titrated, usually from 76.9 µM), inactives show top-dose activity, negative = inhibition, most hits filed as inhibitors | AID 504842; further: potency means the concentration at half of the fitted maximal effect; on the % scale 0 is the no-effect control and ±100 the full control effect; nearly all actives have a fitted effect of over 80% in size
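Measured: ADP formation by purified Mm-CPN. Conditions: 25 nM protein, 10 uM ATP, Tris pH 7.4 with Mg2+, K+ and DTT, 37°C for 30 min. Detection: Transcreener HTRF after 30 min at room temperature.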
CCT modulator: changes cytosolic chaperonin activity | purified chaperonin ATPase assay, HTRF ADP detection, 30 min | activity change, % (concentration not given with the values), hits read low | actives 0.3% (n = 360,000) | AID 651819; in the data active means activity change below about -30%; further: on the % scale 0 is the no-effect control and ±100 the full control effect
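Nucleotide hydrolysis assay: TRiC at 20–40 nM final (set by batch activity) with 10 uM ATP, 30 min at 37 °C, in presence of 76 uM compound. Detection by competitive ADP HTRF, 30 min ambient.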
PI5P4K alpha inh: blocks human PI5P4K alpha kinase activity | AID 652105 | actives 1.2% (n = 330,000) | P48426 | PI5P4Kalpha enzyme, ADP-Glo luminescence, 60 min; stronger effect = lower value | max response, %; active means max response of -50% or lower; inconclusive means between -30% and -50%; inactive means -30% or higher; further: value at the top dose of about 77 µM; on the % scale 0 is the no-effect control and ±100 the full control effect
Target sequence (P48426 whole entry, looked up): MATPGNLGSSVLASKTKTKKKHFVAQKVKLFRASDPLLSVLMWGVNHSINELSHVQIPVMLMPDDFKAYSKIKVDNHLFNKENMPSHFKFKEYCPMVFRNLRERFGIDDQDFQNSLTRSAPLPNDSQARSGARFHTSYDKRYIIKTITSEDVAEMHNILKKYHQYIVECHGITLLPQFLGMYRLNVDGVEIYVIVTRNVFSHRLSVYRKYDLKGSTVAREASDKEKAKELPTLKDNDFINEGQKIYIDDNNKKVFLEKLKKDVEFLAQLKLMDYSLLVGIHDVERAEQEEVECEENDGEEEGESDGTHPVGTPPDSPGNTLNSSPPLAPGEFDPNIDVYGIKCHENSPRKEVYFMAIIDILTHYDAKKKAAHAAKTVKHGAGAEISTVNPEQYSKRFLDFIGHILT
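qHTS, 1536-well: enzyme/substrate mix, compound by pin tool, 5 microM ATP final; RT 60 min; ADP-Glo reagents 1 (45 min) then 2 (30 min); luminescence.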
EPAC1 antagonist: EPAC1 (human) antagonism; O95398; EPAC1 GEF assay, Rap1b-BODIPY-GDP exchange fluorescence; actives 0.14% (n = 360,000); AID 720709; Potency, µM (doses to about 115 µM), for the others: at the top dose activity change, negative = inhibition, most hits filed as inhibitors;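 further: potency means the concentration at half of the fitted maximal effect; plate controls were vehicle for no effect and positive control for full effect; nearly all actives have a fitted effect of over 50% in size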
* hit, by the source's call; ? = inconclusive; / = not tested or not shown; [ ] = remark or other dose. Unless noted, the call rests on the fitted dose curve; in most records, active means well fitted curve in the direction sought with a large enough effect; inconclusive means small, poorly fitted or top-dose-only effect, or another doubt; inactive means no such curve, though single readings can be large; an effect the other way counts as inactive or inconclusive. A portion of the library; count on the stated rates, not on these rows.

SMILES | PLK1 PBD block | EPAC1 ag | WRN inhibitor | EPAC2 antagonist | MmCpn inh | CCT modulator | PI5P4K alpha inh | EPAC1 antagonist
COc1cc(C(=O)NNC(=O)c2ccc(NC(C)=O)cc2)cc(OC)c1OC | -1% | 4% | 1% | 2% | -4% | -1.5 | -5 | 5%
CCOc1ccc(C(=O)Nc2cccc(C(C)=O)c2)cc1[N+](=O)[O-] | -15% | 19% | 8% | 1% | -16% | -2.1 | 1 | 8%
CC(C)c1ccc(N2C(=NC(=O)C3CCCO3)SC3CS(=O)(=O)CC32)cc1 (centres undefined) | -1% | -1% | 4% | -1% | 3% | 0.0 | 0 | -3%
O=C(CSC1=NS(=O)(=O)c2cc(Cl)ccc2N1)NCc1ccccc1 | 1% | -2% | -3% | -6% | 5% | -2.7 | 5 | -3%
CCOc1ccc(N(CC)C(=O)c2nn(-c3ccc(OC)cc3)c(=O)c3c2c2ccccc2n3C)cc1 | 27µM* | 0% | 2% | 2% | 1% | -0.2 | 1 | -11%
O=C(c1cc2cc(Br)ccc2s1)N1CCOCC1 | -7% | 12% | -32% | 8% | -1% | -5.0 | 2 | 1%
Cn1cccc1/C=C1\SC(=O)N(c2ccc(O)cc2)C1=O | 4% | 7% | 2% | 6% | -6% | 1.3 | -12 | 28%
COc1cc(OC)cc(-c2nc3ccccc3c(=O)n2OC(=O)c2ccccc2C)c1 | -17% | 5% | -10% | -8% | 0% | 1.8 | 0 | -24%
Clc1ccc(/C=C/c2nc3ccccc3[nH]2)c(Cl)c1 | -6% | 12% | 2% | 3% | -5% | -1.3 | -29 | -14%
Cc1sc2nc(C)n(/N=C/c3ccc(O)cc3O)c(=O)c2c1C | -6% | 3% | -10% | -5% | 0% | -1.1 | 6 | 10%

PLK1 PBD block, hit marks shown above.
mol | PLK1 PBD block | WRN inhibitor | EPAC2 antagonist | MmCpn inh | CCT modulator | PI5P4K alpha inh | EPAC1 antagonist
CCOc1ccc(N(CC)C(=O)c2nn(-c3ccc(OC)cc3)c(=O)c3c2c2ccccc2n3C)cc1 | 27µM* | 2% | 2% | 1% | -0.2 | 1 | -11%

New compounds follow:
SMILES | PLK1 PBD block | EPAC1 ag | WRN inhibitor | EPAC2 antagonist | MmCpn inh | CCT modulator | PI5P4K alpha inh | EPAC1 antagonist
Cc1ccc(/C=C/C(=O)O)cc1S(=O)(=O)NC1CCS(=O)(=O)C1 (centres undefined) | -4% | 4% | 0% | -2% | 0% | -0.6 | -6 | 0%
COc1ccccc1/C=C/C(=C1/C(=O)N(c2ccccc2)N=C1C)c1ccc(C)cc1 | -25% | -12% | 15% | -1% | 0% | 2.9 | 2 | -14%
CCOC(=O)N1CCN(C(=O)c2cnn3ccccc23)CC1 | 0% | -8% | -3% | 12% | -1% | 0.9 | -1 | -8%
COc1ccc(NC(=S)N(CCc2ccc(OC)c(OC)c2)Cc2ccccn2)cc1 | -14% | 2% | -1% | 5% | 0% | 1.4 | -1 | -12%
O=C(NC(=S)Nc1ccc(S(=O)(=O)N2CCCC2)cc1)C1CCC1 | -11% | 3% | 1% | 1% | 3% | -1.5 | -4 | 7%
CN1CCN(NC(=O)Nc2ccc(F)cc2)CC1 | -4% | -15% | 5% | 8% | 0% | -1.2 | 0 | -25%
O=C(NN=Cc1ccccc1O)NN=Cc1ccccc1O | -12% | 8% | -17% | -3% | / | -2.5 | 0 | 3%
Cc1ccc(NS(=O)(=O)c2cccc3nsnc23)cc1 | -7% | 11% | 0% | -5% | 0% | -0.6 | -3 | 19%
CCOC(=O)N1CCN(C(=O)COc2cc(=O)n(CC)c3ccccc23)CC1 | 0% | 0% | -8% | 10% | 0% | -0.9 | / | -13%
CCOC(=O)c1nnn(-c2nonc2-n2cccc2)c1CN1CCC(C)CC1 | 0% | -4% | -8% | -6% | 1% | 2.4 | 5 | -3%
CCN(CC)CCCNC(=O)c1cc2c(=O)n(C)c3ccccc3c2n1C | -11% | -7% | -1% | 1% | -1% | 1.4 | 0 | -5%
COc1ccc2c(c1)OC13CCCCC1C2C(C(=O)c1ccccc1)C(=O)N3 (centres undefined) | 4% | -17% | 1% | -19% | 2% | 1.1 | 6 | 0%
O=C(Cn1c(=O)oc2ccccc21)Nc1nnc(N2CCCCCC2)s1 | 4% | 0% | 8% | 8% | 1% | -0.3 | -1 | 10%
COc1ccc(/C=C/C(=O)OCC(=O)Nc2ccc(Cl)c(S(=O)(=O)N(C)C)c2)cc1OC | -13% | 8% | 1% | -5% | -9% | -2.0 | -9 | ?
O=C(CN1CCN(CC(=O)Nc2ccc(-c3ccccc3)cc2)CC1)Nc1ccc(F)cc1 | 3% | 2% | 0% | -11% | -1% | -0.1 | 8 | 10%
Cc1cc(Oc2ccccc2)nc(SCC(=O)Nc2ccc(Cl)cc2Cl)n1 | -16% | 17% | -16% | -6% | -1% | -2.2 | / | -1%
COc1ccc(CNC(=O)CN2C(=O)c3ccc([N+](=O)[O-])cc3C2=O)cc1 | -28% | -6% | 4% | 14% | -1% | 4.9 | -5 | 6%
C=CCn1cc(/C=N/Nc2nc3ccccc3[nH]2)c2ccccc21 | -8% | 19% | -15% | -21% | 0% | 1.8 | 0 | -7%
COC(=O)c1cc(-c2cccs2)[nH]n1 | -15% | 8% | 4% | -4%[57.1 µM] | ? | 1.4 | 2 | -6%
Cc1cccc(NC(=S)N2CCC(O)CC2)c1C | -2% | 7% | -4% | 1% | 2% | -1.8 | 1 | 3%

Given with values under each structure: entries from further up.
Values run as follows: PLK1 PBD block | EPAC1 ag | WRN inhibitor | EPAC2 antagonist | MmCpn inh | CCT modulator | PI5P4K alpha inh | EPAC1 antagonist
- Cc1cc(Oc2ccccc2)nc(SCC(=O)Nc2ccc(Cl)cc2Cl)n1
    -16% | 17% | -16% | -6% | -1% | -2.2 | / | -1%
- O=C(CN1CCN(CC(=O)Nc2ccc(-c3ccccc3)cc2)CC1)Nc1ccc(F)cc1
    3% | 2% | 0% | -11% | -1% | -0.1 | 8 | 10%
- O=C(Cn1c(=O)oc2ccccc21)Nc1nnc(N2CCCCCC2)s1
    4% | 0% | 8% | 8% | 1% | -0.3 | -1 | 10%
- COc1ccc2c(c1)OC13CCCCC1C2C(C(=O)c1ccccc1)C(=O)N3 (centres undefined)
    4% | -17% | 1% | -19% | 2% | 1.1 | 6 | 0%
- COc1ccc(/C=C/C(=O)OCC(=O)Nc2ccc(Cl)c(S(=O)(=O)N(C)C)c2)cc1OC
    -13% | 8% | 1% | -5% | -9% | -2.0 | -9 | ?

Additional structures
SMILES | PLK1 PBD block | EPAC1 ag | WRN inhibitor | EPAC2 antagonist | MmCpn inh | CCT modulator | PI5P4K alpha inh | EPAC1 antagonist
O=C1CS/C(=N/N=C2C3CC4CC(C3)CC2C4)N1 | 6% | -1% | -11% | 13% | 2% | -1.2 | -1 | -3%
Cc1noc(C)c1COc1ccccc1C(=O)N(C)CC(=O)Nc1ccc(F)cc1 | -9% | 4% | 6% | 0% | -1% | 0.0 | -5 | 0%
Cc1cccn2c(=O)c(/C=C(\C#N)S(=O)(=O)c3ccccc3)c(N3CCCCC3)nc12 | 7% | 6% | 2% | -13% | -3% | 0.4 | 1 | -9%
CCn1c(=O)c(C(=O)NCc2ccc(F)cc2)c(O)c2ccccc21 | 0% | -3% | 8% | 0% | -2% | -0.9 | 4 | -10%
CC(=O)c1ccc(NC(=O)CCc2nnc3ccc(N4CCC5(CC4)OCCO5)nn23)cc1 | -6% | 15% | -1% | -4% | 0% | -0.8 | 6 | 4%
CCc1ccc(NC(=O)NNC(=O)c2cc3ccccc3cc2O)cc1 | -4% | -8% | -8%[11.6 µM] | 3% | -1% | 0.8 | -10 | 0%
N#CC(C#SN)=C1CCCCC1 | -22% | -8% | 1%[57.1 µM] | 9% | 0% | 1.4 | -8 | -3%
COCCNC(=O)C(c1ccncc1)N(C(=O)Cn1nnc2ccccc21)c1ccc(OC)cc1 (centres undefined) | -8% | 0% | -2% | 7% | 1% | 0.3 | 3 | 0%
c1ccc2c3c([nH]c2c1)CCNC3 | -3% | 1% | 13% | 0% | 1% | 0.1 | -2 | 11%
N#Cc1ccc(Nc2nc(-c3ccccc3)cs2)cc1 | 7% | -2% | -7% | -27% | / | -1.4 | 21 | -7%
CC(=O)c1ccc(NC(=O)c2ccc(S(=O)(=O)c3ccccc3)cc2)cc1 | -7% | 0% | -11% | 0% | 2% | -1.5 | 2 | -22%
CC(C)/C=C/CN1CCN(CCCc2ccccc2)C(CCO)C1 (centres undefined) | -9% | 11% | -33% | -1% | 0% | -2.0 | -2 | 0%
Cc1cc(C(=O)COc2ccc([N+](=O)[O-])cc2)c(C)n1C1CC1 | -5% | -15% | -3% | -8% | -4% | -1.9 | -14 | -14%
COC(=O)CNC(=O)c1cc(-c2ccncc2)nc2c(C)c(Cl)ccc12 | 1% | 0% | 23% | -1% | -3% | -4.4 | 14 | -11%
CC1CN(C(=O)/C=C/c2ccccc2[N+](=O)[O-])CC(C)O1 (centres undefined) | -14% | -10% | 2% | -6% | 0% | -0.5 | -6 | -17%
NC(=O)NCc1ccccc1 | -7% | 7% | -12% | -7% | / | 1.3 | 5 | -3%
CCOCCCNC(=O)c1ccc(Cn2c(=S)[nH]c3c([nH]c4ccc(OC)cc43)c2=O)cc1 | -15% | -9% | -13% | 2% | -7% | 0.6 | 0 | -13%
